GLP-1R inv ag: GLP-1 receptor (human) inverse agonism; hit rate 1.6% among 410,000; AID 624417; P43220; Potency, µM (top dose mostly 38.3 µM), for inactives: top-dose activity change, negative = inhibition, hits mostly inhibitors; HEK293 GLP-1R CRE-luciferase, luminescence, 24 h; GLP-1R form is constitutively active; note: potency is the fitted concentration of half-maximal effect; % is set by controls: 0 for no effect and ±100 for the full control effect; nearly all actives have a fitted effect of over 55% in size
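Cells are plated, allowed 12 hours at 37 deg C, then treated with compounds for 24 hr before luciferase detection reagent is added and luminescence is read after 12 min at room temperature. The HEK293 line carries constitutively active GLP-1R with a cAMP-responsive reporter.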
PLK1 PBD inh: PLK1 (human) polo-box domain binding inhibition; hit rate 2.8% among 360,000; Potency, µM, for the others: max response, negative = inhibition, actives largely listed as inhibitors; Plk1 PBD binding of FITC phosphopeptide, fluorescence polarization; P53350; note: potency is the fitted concentration of half-maximal effect; series mostly up to about 57 µM; % is set by controls: 0 for no effect and ±100 for the full control effect; nearly all actives have a fitted effect of over 65% in size
Target sequence (P53350 whole entry, looked up, the tested form may be a part): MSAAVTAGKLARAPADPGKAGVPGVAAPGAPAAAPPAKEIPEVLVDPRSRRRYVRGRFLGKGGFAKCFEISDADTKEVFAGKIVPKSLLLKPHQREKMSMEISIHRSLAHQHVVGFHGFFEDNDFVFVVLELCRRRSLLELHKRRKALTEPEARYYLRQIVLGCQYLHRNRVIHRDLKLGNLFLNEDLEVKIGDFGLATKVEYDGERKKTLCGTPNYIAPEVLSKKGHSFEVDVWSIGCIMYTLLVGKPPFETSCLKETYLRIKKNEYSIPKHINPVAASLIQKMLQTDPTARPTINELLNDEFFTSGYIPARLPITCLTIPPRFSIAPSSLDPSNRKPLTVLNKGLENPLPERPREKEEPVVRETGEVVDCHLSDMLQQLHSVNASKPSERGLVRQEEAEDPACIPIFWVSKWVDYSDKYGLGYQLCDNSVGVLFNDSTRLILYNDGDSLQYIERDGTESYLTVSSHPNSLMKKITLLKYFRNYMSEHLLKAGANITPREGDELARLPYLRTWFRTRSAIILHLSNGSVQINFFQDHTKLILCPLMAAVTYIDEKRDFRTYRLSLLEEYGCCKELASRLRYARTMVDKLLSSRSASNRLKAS
EPAC1 agonist: EPAC1 (human) agonism; O95398; EPAC1 agonist qHTS, biochemical assay; response scale: 100% = response to 6.5 mM cAMP; Potency, µM (highest dose often 154 µM), for inactives: at the top dose activation, most hits filed as activators; hit rate 0.073% among 360,000; note: potency is the fitted concentration of half-maximal effect; nearly all actives have a fitted effect of over 60% in size
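Read-out is the fluorescence drop as BODIPY-GDP leaves Rap1B (480 nm excitation, 540 nm emission), recorded every 5 minutes over 30 minutes. Reactions held 100 nM EPAC1, 250 nM Rap1B–BODIPY-GDP and 50 uM GDP, with 6.5 mM cAMP setting full activation.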
IL2 activator: activators of IL-2; IL-2 activation reporter assay, cell-based qHTS; stimulated with anti-CD3/CD4/CD28 beads; in transgenic mouse T cells; activation, % (series mostly up to about 46 µM); hit rate 0.065% among 360,000; in the data active = activation above about 50%; inconclusive = mostly about 30% to 49%; note: 0% is about no effect
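Readout: EGFP and DsRed signals by fluorescent plate cytometry. Unstimulated transgenic mouse T cells received compound 60 min before antibody-bead stimulation, then incubated 18 h at 37 degrees C.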
PI5P4K alpha inh: blocks human PI5P4K alpha kinase activity; hit rate 1.2% among 330,000; AID 652105; P48426; max response, %; PI5P4Kalpha enzyme, ADP-Glo luminescence, 60 min; active compounds read low; active = max response of -50% or lower; inconclusive = between -30% and -50%; inactive = -30% or higher; note: value at the top dose of about 77 µM; % is set by controls: 0 for no effect and ±100 for the full control effect
Target sequence (P48426 whole entry, looked up): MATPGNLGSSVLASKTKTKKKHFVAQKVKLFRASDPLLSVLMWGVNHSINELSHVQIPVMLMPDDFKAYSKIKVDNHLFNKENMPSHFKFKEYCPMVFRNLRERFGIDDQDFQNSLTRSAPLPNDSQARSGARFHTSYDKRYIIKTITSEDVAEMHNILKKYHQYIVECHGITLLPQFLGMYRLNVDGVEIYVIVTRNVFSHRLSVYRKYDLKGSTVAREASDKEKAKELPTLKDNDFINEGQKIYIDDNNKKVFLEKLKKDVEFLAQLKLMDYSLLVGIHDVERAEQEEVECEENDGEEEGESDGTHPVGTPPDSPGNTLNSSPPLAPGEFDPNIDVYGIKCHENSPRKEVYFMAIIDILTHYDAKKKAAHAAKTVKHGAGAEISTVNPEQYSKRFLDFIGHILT
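Luminescence from ADP-Glo served as readout of PI5P4Kalpha activity in a qHTS format. Reaction: enzyme, substrate, compound, ATP at 5 microM final, 60 min at RT.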
GLP-1R agonist: GLP-1 receptor (human) agonism; Potency, µM (highest dose often 45.6 µM), without a hit: at the highest dose activation, usual class: activators; AID 624172; HEK293 GLP-1R CRE-luciferase, luminescence, 4-6 h; cells express a hypersensitive GLP-1R form; P43220; hit rate 0.007% among 380,000; note: potency is the fitted concentration of half-maximal effect; % of control where 0% means no effect
PTHR1 agonist: PTHR1 (human) receptor agonism; Potency, µM (titrated, usually from 115 µM), for the others: at the highest dose activation, usual class: activators; HEK293 GP2 PTHR1 cells, GloSensor cAMP luminescence, 1 h; hit rate 0.075% among 410,000; Q03431; AID 743266; note: potency is the fitted concentration of half-maximal effect; nearly all actives have a fitted effect of over 55% in size; some results filed as inactive show a strong effect at the top dose; inactives centre near -15; many of its hits are not listed in these tables
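HEK-293-derived GP2 cells expressing PTHR1 and a GloSensor cAMP reporter, 3,000/well, plated overnight, given luciferin plus IBMX (each 0.5 mM as added) for 1 h at 37 °C, then compound for 1 h at 37 °C. Luminescence was read after 15 min at room temperature.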
GLP1R cytotox: cytotoxicity counter-screen for GLP-1 receptor inverse agonists; Potency, µM (highest dose often 38.3 µM), for inactives: at the highest dose activity change, negative = inhibition, usual class: inhibitors; HEK293 cAMP-luciferase reporter cells, luminescence, 24 h; hit rate 0.13% among 410,000; AID 624418;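 note: loss of luciferase light is scored as toxicity; potency is the fitted concentration of half-maximal effect; % is set by controls: 0 for no effect and ±100 for the full control effect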
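Seeding density was 200 cells/uL; after overnight-length (12 h) culture, 23 nL compounds went on for 24 h at 37 °C. Readout used a luciferase detection reagent, luminescence taken after 12 min at room temperature.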
EPAC1 antagonist: EPAC1 (human) antagonism. O95398. EPAC1 GEF assay, Rap1b-BODIPY-GDP exchange fluorescence. Potency, µM (titrated, usually from 115 µM), inactives show at the top dose activity change, negative = inhibition, actives largely listed as inhibitors. hit rate 0.14% among 360,000;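 note: potency is the fitted concentration of half-maximal effect; plate controls were vehicle for no effect and positive control for full effect; nearly all actives have a fitted effect of over 50% in size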
An asterisk follows results filed as active; i = inactive; ? = inconclusive; · = no result given; & = joins results of further samples; [ ] = another dose, or the depositor's remark. Unless noted, calls come from the whole dose curve; as a rule, active = well fitted curve in the direction sought with a large enough effect; inconclusive = small, poorly fitted or top-dose-only effect, or another doubt; inactive = no such curve, though single readings can be large; an effect the other way counts as inactive or inconclusive.

SMILES	GLP-1R inv ag	PLK1 PBD inh	EPAC1 agonist	IL2 activator	PI5P4K alpha inh	GLP-1R agonist	PTHR1 agonist	GLP1R cytotox	EPAC1 antagonist
Cc1cc(/C=c2\sc3nc4ccccc4n3c2=O)c(C)n1-c1ccc(C(=O)O)cc1	39.3%[activator]	21.2µM*	8.8%	-0.5	1.8	5.7%	-25.3%	6.1%	25.8%
O=C(NCc1ccccc1)c1c[nH]c2cc3c(cc2c1=O)OCCO3	8.4%	-6.8%	3.4%	-2.9	·	2.2%	-50.5%[inhibitor][57.5 µM]	14.1%	7.3%
C=CCN1C(=O)[C@@H]2Cc3c([nH]c4ccccc34)C(c3ccc(O)cc3)N2C1=S (stereo not given in full)	?	28.6%	-10.6%	7.6	-6.8	2.4%	i	102.7%[activator]	-11.3%
COc1ccccc1N1CCN(Cc2cccs2)CC1	-14.1%	-2.2%	9.7%	0.2	·	1.6%	-8.4%[57.5 µM]	-6.0%	-8.1%
Nc1ccc(C(=O)OCc2nc3ccccc3[nH]2)cc1	3.8%	-2.6%	-6.3%	-0.2	-7.7	1.9%	i	0.3%	7.7%
CN1CCN(C(=O)c2cc(COc3ccc(F)cc3Cl)on2)CC1c1ccccc1 (stereo not given)	?	-3.5%	3.4%	-3.1	5.6	9.4%	-90.1%[inhibitor]	-7.8%	-17.2%
O=C(Cn1nnc(-c2ccccc2)n1)N1CCN(S(=O)(=O)c2ccc(Cl)cc2)CC1	0.0%	-8.8%	7.3%	-3.0	6.5	-6.8%	-43.2%[inhibitor]	-7.2%	-5.2%
COC(=O)c1cc(C(=O)OC)cc(N2C(=O)CC(NNC(=O)c3ccccc3Cl)C2=O)c1 (stereo not given)	12.2%	-2.6%	-3.9%	-0.3	2.8	-35.0%	-13.0%	7.5%	10.1%
CCOC(=O)C1CCCN(C(=O)Cn2ncc3c([nH]c4ccccc43)c2=O)C1 (stereo not given)	?	-0.2%	11.4%	-1.8	2.6	-3.3%	-1.9%	-13.2%&-1.9%	-12.8%
CN1C(=O)/C(=C2\SC(=S)N(NC(=O)c3cccnc3)C2=O)c2ccccc21	5.8%	-12.8%	-3.5%	-0.8	-6.2	-5.9%	-24.2%	-8.5%	-11.7%
CCOc1ccc(N(CC(=O)N2CCC(Cc3ccccc3)CC2)S(C)(=O)=O)cc1	?	0.5%	15.0%	0.3	-0.3	17.6%	-39.3%[inhibitor]	-2.4%	-23.9%
CN(C)C(=S)Nc1ccc2c(c1)OCO2	42.0%[activator]	6.7µM*	-0.5%	-0.2	-15.1	0.4%	i	19.5%	-1.6%
c1ccc(CSc2ccc(-c3ccco3)nn2)cc1	?	-23.6%	-0.7%	-4.3	-12.5	7.0%	-8.6%	0.0%	-13.3%
CCOc1ccc(S(=O)(=O)NC2CCCCC2C)cc1 (stereo not given)	10µM*	5.6%	-5.3%	0.6	15.8	-2.8%	-26.5%	4.2%	12.8%
CC1(C)C2CCC1(C)C(OCCNCCOC(=O)Nc1ccccc1)C2 (stereo not given)	11.2µM*	-16.6%	0.3%	-2.6	12.6	26.3%	-5.5%	0.0%	-28.9%
CCN(CC)c1nc(-c2ccccc2)nc2ccccc12	?	-11.5%	5.6%	-0.8	21.4	4.3%	i	16.0%	-11.6%
COc1ccccc1CNC(=O)C1CCCN(S(C)(=O)=O)C1 (stereo not given)	7.5%	-0.9%	2.5%	-1.2	·	0.0%	0.0%[57.5 µM]	-1.9%	20.5%
CCCCCCc1nc2c(=O)[nH]c3ccccc3c2o1	8.2%	-6.0%	2.5%	-0.4	0.6	-5.7%	-11.3%	1.2%	8.0%
CN(Cc1cccnc1)C(=O)Cc1ccc(NS(=O)(=O)c2cccc(C(F)(F)F)c2)cc1	?	-2.6%	-1.5%	-0.1	-4.3	15.3%	-28.2%	-4.7%	-7.2%
CCCSc1nc2c(cnn2-c2ccc(C)c(C)c2)c(=O)[nH]1	25.7%	-9.0%	0.4%	-2.5	3.8	1.1%	6.7%	1.2%	?

Compounds shown so far containing fluorine, in the order listed:
SMILES	GLP-1R inv ag	PLK1 PBD inh	EPAC1 agonist	IL2 activator	PI5P4K alpha inh	GLP-1R agonist	PTHR1 agonist	GLP1R cytotox	EPAC1 antagonist
CN1CCN(C(=O)c2cc(COc3ccc(F)cc3Cl)on2)CC1c1ccccc1 (stereo not given)	?	-3.5%	3.4%	-3.1	5.6	9.4%	-90.1%[inhibitor]	-7.8%	-17.2%
CN(Cc1cccnc1)C(=O)Cc1ccc(NS(=O)(=O)c2cccc(C(F)(F)F)c2)cc1	?	-2.6%	-1.5%	-0.1	-4.3	15.3%	-28.2%	-4.7%	-7.2%

(continued)
SMILES	GLP-1R inv ag	PLK1 PBD inh	EPAC1 agonist	IL2 activator	PI5P4K alpha inh	GLP-1R agonist	PTHR1 agonist	GLP1R cytotox	EPAC1 antagonist
Cc1oc2ccc(OCc3ccccc3Cl)cc2c1C(=O)O	-1.6%	-7.9%	-4.9%	-1.0	-61.1*	5.0%	-29.1%	10.8%	-0.5%
CS(=O)(=O)Nc1nnc(SCC(=O)N(c2ccccc2)c2ccccc2)s1	-5.2%	-6.4%	6.2%	-1.0	-15.8	-2.3%	i	11.9%	4.1%
COc1ccc(N(Cc2cc3cc(OC)ccc3[nH]c2=O)S(C)(=O)=O)cc1	-2.4%	-6.3%	-0.7%	-2.9	-3.2	7.6%	-35.6%[inhibitor]	-6.3%	0.1%
CCCc1c(C)c2cccc(C)c2[nH]c1=O	15.7%	-6.8%	-1.7%	0.3	-17.7	24.8%	-10.8%[57.5 µM]	0.7%	-4.7%
CC1(c2cccc(Br)c2)NC(=O)NC1=O (stereo not given)	4.2%	-9.0%	-8.3%	-0.6	-11.8	-1.4%	-18.3%	-6.7%	-10.2%
CC(C)Nc1nc(Nc2ccc(C#N)cc2)c2sccc2n1	?	-6.5%	-7.6%	-0.7	-6.7	20.5%	-22.1%	-15.8%	-12.9%
C=CCOc1cccc(/C=N/NC(=O)C(OC)c2ccccc2)c1 (stereo not given)	38.8%[activator]	3.2%	1.4%	-0.5	9.1	13.9%	-22.7%	12.4%	-13.7%
CCN(CC)S(=O)(=O)c1cccc(C(=O)NNC(=O)c2ccc3[nH]c(=O)c(=O)[nH]c3c2)c1	10.8%	2.0%	1.1%	0.0	-5.0	-0.1%	-17.6%	1.2%	-11.9%
CN1CCN(C(=O)c2ccc(-n3cccc3)cc2)CC1	3.9%	-4.7%	7.8%	-3.9	·	7.5%	-7.2%[57.5 µM]	8.9%	6.1%
O=C(Nc1cccc(F)c1)Nc1ccnn1C1CCN(C(=O)CCN2CCCO2)CC1	12.1%	0.2%	-18.6%	2.8	3.5	7.3%	-13.5%	-7.2%	1.0%
Cc1ccc(OCC(=O)N/N=C/c2cn(Cc3ccccc3)c3ccccc23)cc1	?	-2.2%	-0.5%	-0.9	4.4	14.9%	i	-18.1%	-4.4%
O=C1CCCC/C=C\C[C@H](CC(=O)N(CCO)Cc2ccccc2)C(=O)N[C@@H](c2ccccc2)CO1	5.4%	2.9%	-8.4%	0.0	-2.0	17.6%	-17.2%	1.2%	-29.5%
CC(=O)NCCn1c(SCc2cc(=O)n3cc(Cl)ccc3n2)nc2ccccc2c1=O	81.2%[activator]	-3.1%	3.6%	1.3	3.5	9.8%	i	0.6%	1.3%
CN(C)c1ccc(CN2CCC(C(=O)NC(c3ccc(F)cc3)c3ccc4ccccc4n3)CC2)cc1 (stereo not given)	?	5.6%	-11.9%	0.0	5.6	2.9%	i	?	-2.6%
Cc1cccc(N2CC(C(=O)Nc3ccc(S(=O)(=O)N4CCOCC4)cc3)CC2=O)c1C (stereo not given)	-18.6%	-13.4%	5.2%	-0.5	-18.0	3.6%	-20.2%	-4.7%	-7.1%
CN(c1ncc(C(F)(F)F)cc1Cl)N1C(=O)C2ONC3(C(=O)CC(C)(C)CC3=O)C2C1=O (stereo not given)	-7.2%[7.66 µM]	-6.5%	-2.6%	-0.5	2.2	-1.1%	i	-3.1%[7.66 µM]	3.4%
Cc1ccccc1C(=O)Nc1c(C)[nH]c(=O)[nH]c1=O	7.6%	-2.3%	8.8%	-3.5	3.9	1.5%	-14.3%	0.6%	-14.8%
NC(=O)C1CCN(C2=C(NS(=O)(=O)c3ccccc3)C(=O)c3ccccc3C2=O)CC1	6.8%	-17.7%	4.1%	0.8	0.3	11.1%	-10.7%	?	-11.2%
CCOC(=O)CNC(=O)c1sc2nc(C)cc(C)c2c1N	41.5%[activator]	-3.0%	-2.5%	-0.4	-8.7	7.4%	-5.6%[57.5 µM]	0.9%	10.2%
CC(O)c1nc2ccccc2n1CCOc1ccccc1 (stereo not given)	?	-7.2%	-4.3%	-0.1	13.5	4.3%	-6.9%[57.5 µM]	-2.7%	12.5%
O=C(N/C(=C/c1ccc(F)cc1)C(=O)N1CCOCC1)c1ccco1	17.1%	5.7%	-1.6%	3.6	-4.4	-7.0%	-7.4%	0.7%	5.3%
CCC1CCCCN1CCCNC(=O)CCC(=O)N1CCOc2ccccc21 (stereo not given)	-4.5%	-3.6%	-3.8%	-0.8	0.2	-5.1%	-23.3%	-17.7%	-2.5%
CC(=O)c1ccc(NC(=O)c2ccc(COc3ccccc3[N+](=O)[O-])o2)cc1	1.6%	-3.6%	-2.8%	-0.5	-10.4	0.4%	-19.0%	-16.0%	-19.4%
CC(C)c1nc(SCC(=O)Nc2ccc(N(C)C)cc2)c2ccccc2n1	?	-0.7%	-4.4%	1.2	-0.7	21.7%	-22.1%	-16.8%	-8.9%
Cc1cc(NC(=O)CSc2nc3c(cc2C#N)CCC3)no1	31.7%	3.4%	3.6%	2.9	0.5	15.1%	i	-1.8%	8.0%
N#Cc1ccccc1S(=O)(=O)N1CCN(Cc2c(O)ccc3ccccc23)CC1	-12.0%	?	9.6%	0.1	-8.7	-4.0%	-21.8%	1.7%	-5.3%
CCN(CC)Cc1cc(CCNC(=O)c2ccc(Cl)cc2)ccc1O	0.0%	-6.4%	3.2%	-3.5	·	8.5%	i	-20.1%	15.1%
C[n+]1ccccc1/C=C/c1ccc([N+](=O)[O-])cc1	-0.1%	-0.2%	0.9%	0.2	-4.1	-4.9%	i	-6.8%	-6.6%

Compound activity (PubChem BioAssay)

Only part of the results is shown, so the mix of outcomes need not match the whole.
